# Assay outcomes deposited in PubChem BioAssay by several laboratories.
# STEP inh: STEP phosphatase inhibitors, primary screen, biochemical, fluorescence intensity, uHTS; recombinant STEP, OMFP fluorogenic substrate; inhibition, % at 20 µM; hit rate 0.25% among 360,000; AID 588621, 2011;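 active = inhibition at 20 µM, scaled per plate between control wells, above about 37%, limit read from the data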;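 note: 0% = DMSO with enzyme and substrate and 100% = substrate only without enzyme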
# Target sequence (P54829 whole entry, looked up): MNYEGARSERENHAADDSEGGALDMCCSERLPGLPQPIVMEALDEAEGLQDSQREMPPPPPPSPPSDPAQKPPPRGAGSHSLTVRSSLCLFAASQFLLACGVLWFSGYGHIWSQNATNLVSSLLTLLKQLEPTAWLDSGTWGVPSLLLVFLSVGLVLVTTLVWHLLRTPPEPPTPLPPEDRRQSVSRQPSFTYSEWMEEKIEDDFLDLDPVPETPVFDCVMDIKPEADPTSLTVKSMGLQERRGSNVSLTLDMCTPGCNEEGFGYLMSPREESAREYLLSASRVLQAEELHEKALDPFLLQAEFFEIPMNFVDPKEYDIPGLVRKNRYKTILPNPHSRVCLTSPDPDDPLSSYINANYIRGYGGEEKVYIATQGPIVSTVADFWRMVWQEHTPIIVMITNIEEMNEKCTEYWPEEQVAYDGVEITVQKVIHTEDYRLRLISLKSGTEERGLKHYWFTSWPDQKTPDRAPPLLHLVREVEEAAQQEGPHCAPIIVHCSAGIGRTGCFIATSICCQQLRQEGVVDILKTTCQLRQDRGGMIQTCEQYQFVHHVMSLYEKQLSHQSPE
#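 Assay system: isolated STEP enzyme. Buffer or medium: pH 6.0 Bis-Tris with DTT and Tween 20. Also added: fluorogenic phosphatase substrate OMFP at 25 µM final. Dosing: 20 µM, 1% DMSO. Timing: 20 min reaction, room temperature, in the dark. Measured by: fluorescence intensity, excitation 480 nm, emission 540 nm. Evaluation: normalized % inhibition.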
# Scp1 inh: Scp-1 phosphatase inhibitors, primary screen, biochemical, colorimetric, uHTS | Carboxy-terminal domain RNA polymerase II polypeptide A small phosphatase 1 (Homo … | Recombinant Scp1, phosphopeptide, malachite green phosphate absorbance | inhibition, % at 20 µM | hit rate 0.88% among 340,000 | AID 493091, 2011;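 active = inhibition above about 50% at 20 µM, limit read from the data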;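 note: plate controls were DMSO wells with enzyme for no effect and wells lacking enzyme for full effect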
# Target sequence (Q9GZU7 76-261 limits assumed): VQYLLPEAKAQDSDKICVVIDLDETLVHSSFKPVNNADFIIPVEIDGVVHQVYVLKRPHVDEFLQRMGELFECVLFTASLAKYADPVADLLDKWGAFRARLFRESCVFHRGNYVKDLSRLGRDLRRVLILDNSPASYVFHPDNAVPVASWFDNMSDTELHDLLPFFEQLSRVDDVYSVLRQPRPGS
#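 Test system: SCP-1 catalytic domain; Buffer or medium: Acidic Tris acetate buffer with magnesium and detergent; Also added: Phosphorylated 17-residue peptide substrate; Compound: single 20 µM dose, 1% DMSO; Schedule: enzyme reaction 45 min at room temperature, colour 5 min, stabilisation 30 min; Signal: Phosphate-binding colour reagent, absorbance read at 630 nm.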
# SUMO1-SIM PPI: modulators of SUMO1 protein-protein interactions, primary screen, biochemical, uHTS; hit rate 0.33% among 360,000; inhibition, % at 20 µM; Small ubiquitin-related modifier 1 (Homo sapiens), P63165; SUMO1 binding to a labelled peptide, TR-FRET, 1 h; AID 602429, 2012; in the data active = inhibition above about 37%
# Target sequence (P63165 whole entry, looked up): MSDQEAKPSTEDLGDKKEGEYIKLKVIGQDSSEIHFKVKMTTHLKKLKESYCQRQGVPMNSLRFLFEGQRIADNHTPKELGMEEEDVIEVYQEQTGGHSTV
# E coli Lon inh: inhibitors of E. coli Lon protease, primary screen, biochemical, fluorescence polarization; purified E. coli Lon protease; inhibition, % at 7.94 µM; hit rate 0.42% among 360,000; in the data active = inhibition above about 13%, passing the limit was not always enough;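 note: 0% = enzyme with probe and DMSO and 100% = no enzyme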
# MsrA inhibitor: bovine MsrA enzyme inhibitors, primary screen, biochemical, absorbance, HTS; Methionine sulfoxide reductase A (Bos taurus); purified bovine MsrA, absorbance read-out; inhibition, % at 15.5 µM; hit rate 0.75% among 360,000; AID 651718, 2012; in the data active = inhibition above about 4.5%;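 note: 0% = vehicle wells with enzyme and 100% = reference inhibitor wells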
# LMPTP inh: LMPTP phosphatase inhibitors, primary screen, biochemical, fluorescence intensity, uHTS; hit rate 0.22% among 360,000; recombinant LMPTP-A, OMFP fluorogenic substrate; inhibition, % at 20 µM;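 active = compounds that cut the enzyme signal by at least half of the control window in the single-dose screen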;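 note: plate controls were DMSO wells with enzyme plus substrate for no effect and substrate without enzyme for full effect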
# Target sequence (P24666 whole entry, looked up): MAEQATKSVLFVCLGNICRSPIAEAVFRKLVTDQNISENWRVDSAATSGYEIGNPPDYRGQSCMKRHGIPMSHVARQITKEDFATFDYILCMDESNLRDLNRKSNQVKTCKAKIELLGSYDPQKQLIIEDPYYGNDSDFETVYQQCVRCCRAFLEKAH
#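 material = LMPTP-A | quantity = 0.625 nM enzyme | reagent = OMFP substrate, 400 µM final | buffer or medium = Bis-Tris pH 6.0, DTT, detergent | detection = endpoint fluorescence intensity from OMFP dephosphorylation | dosing = single 20 µM dose | read-out basis = % inhibition relative to no-enzyme and uninhibited control wells | control set = no-enzyme and uninhibited controls | timing = 50 min at room temperature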
# DNMT1 block: human DNMT1 methyltransferase inhibitors, primary screen, biochemical, molecular beacon, fluorescence, HinP1I cleavage, uHTS; hit rate 0.83% among 360,000; DNA (cytosine-5)-methyltransferase 1 (Homo sapiens), P26358; inhibition (reported as % activation of signal), % at 10 µM; in the data active = inhibition above about 50%
# CendR NRP1 mod: modulators of CendR peptide binding to NRP-1, primary screen, biochemical, fluorescence polarization, uHTS | FAM-RPARPAR peptide binding to NRP-1 | Neuropilin-1 (Homo sapiens), O14786 | hit rate 0.85% among 360,000 | AID 602438, 2012 | inhibition, % at 25 µM;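 active = inhibition or corrected inhibition above about 18%, plus a signal ratio from 0.5 to 1.5, limit read from the data, passing the limit was not always enough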; note: strong numbers were not always called active
# TbMetRS inhib: T. brucei MetRS inhibitors, primary screen, biochemical, luminescence; methionyl-tRNA synthetase (Trypanosoma brucei brucei); purified T. brucei MetRS, ATP depletion, Kinase-Glo luminescence; inhibition, % at 11.9 µM; hit rate 0.4% among 360,000; AID 624268, 2012;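 active = inhibition above a per-plate cutoff of the control wells' mean inhibition plus 3 SD, cut at about 5.5% in these data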;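 note: 0% = DMSO wells median and 100% = median of wells with control inhibitor compound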
#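 Dosing: 11.9 µM compound single dose, 0.9% DMSO; Assay system: purified T. brucei MetRS enzyme; Measured by: Kinase-Glo luciferase luminescence reporting remaining unconsumed ATP; Schedule: 15 min plus 2 h at 25 °C.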
# MsrA act: bovine MsrA enzyme activators, primary screen, biochemical, absorbance, HTS; hit rate 0.3% among 360,000; activation, % at 10.6 µM; purified bovine MsrA, absorbance read-out; AID 602163, 2012; in the data active = activation above about 7.5%;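 note: 0% = vehicle and 100% = reference activator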
# * marks the source's active call; other numbers are inactive results; . = no result given.
# The first 6 compounds, to show the layout:
SMILES,STEP inh,Scp1 inh,SUMO1-SIM PPI,E coli Lon inh,MsrA inhibitor,LMPTP inh,DNMT1 block,CendR NRP1 mod,TbMetRS inhib,MsrA act
C/C=C(/C)C(=O)O[C@@H]([C@H](O)c1cc2ccc(=O)oc2cc1OC)C(C)(C)O[C@@H]1O[C@H](CO)[C@@H](O)[C@H](O)[C@H]1O,5.5,-8.1,-0.9,-6.2,1.3,-0.3,9.4,-0.9,-0.1,-1.3
Cc1nnc2ccc(N3CCN(c4ccccn4)CC3)nn12,-1.5,-7.4,2.5,-6.9,-0.2,1.0,1.2,2.4,0.5,-2.0
O=C(Cn1cc(C(=O)c2ccco2)c2ccccc21)Nc1ccccc1,-0.3,-7.9,-1.5,-4.0,2.2,1.6,-1.3,1.8,4.9,-4.7
CCOC(=O)N1CCN(C(=O)c2ccc3c(=O)n(-c4ccc(OC)cc4OC)c(=S)[nH]c3c2)CC1,2.1,-11.7,-2.1,-5.8,-0.4,0.2,1.3,10.5,-0.6,-3.9
COc1ccc(CC(NC(C)=O)C(=O)NC2CCN(C(=O)C3CC3)CC2)cc1OC (centres undefined),-0.7,-1.4,-4.8,7.2,0.1,-0.2,1.2,6.3,-0.3,0.4
Cc1oc(/N=C/c2ccc(O)cc2O)c(C#N)c1C,-1.8,-4.0,-2.6,14.0*,1.8,0.0,5.4,-39.1,0.0,-4.9

# The listing, repeating the preview:
SMILES,STEP inh,Scp1 inh,SUMO1-SIM PPI,E coli Lon inh,MsrA inhibitor,LMPTP inh,DNMT1 block,CendR NRP1 mod,TbMetRS inhib,MsrA act
C/C=C(/C)C(=O)O[C@@H]([C@H](O)c1cc2ccc(=O)oc2cc1OC)C(C)(C)O[C@@H]1O[C@H](CO)[C@@H](O)[C@H](O)[C@H]1O,5.5,-8.1,-0.9,-6.2,1.3,-0.3,9.4,-0.9,-0.1,-1.3
Cc1nnc2ccc(N3CCN(c4ccccn4)CC3)nn12,-1.5,-7.4,2.5,-6.9,-0.2,1.0,1.2,2.4,0.5,-2.0
O=C(Cn1cc(C(=O)c2ccco2)c2ccccc21)Nc1ccccc1,-0.3,-7.9,-1.5,-4.0,2.2,1.6,-1.3,1.8,4.9,-4.7
CCOC(=O)N1CCN(C(=O)c2ccc3c(=O)n(-c4ccc(OC)cc4OC)c(=S)[nH]c3c2)CC1,2.1,-11.7,-2.1,-5.8,-0.4,0.2,1.3,10.5,-0.6,-3.9
COc1ccc(CC(NC(C)=O)C(=O)NC2CCN(C(=O)C3CC3)CC2)cc1OC (centres undefined),-0.7,-1.4,-4.8,7.2,0.1,-0.2,1.2,6.3,-0.3,0.4
Cc1oc(/N=C/c2ccc(O)cc2O)c(C#N)c1C,-1.8,-4.0,-2.6,14.0*,1.8,0.0,5.4,-39.1,0.0,-4.9
COc1ccc(CNC(=O)c2cc(S(=O)(=O)N3CCOCC3)cn2C)cc1,-1.7,2.4,-2.5,-7.0,-0.4,-1.0,-3.6,-9.9,0.1,-6.2
CCN(CC)C(=O)C(=O)Nc1ccc(Oc2ccccc2)cc1,-0.1,-9.0,-3.7,3.0,2.7,-0.4,3.6,13.2,0.1,-2.8
COC(=O)c1nc2nc(-c3cccs3)cc(C(F)(F)F)n2n1,-4.9,-4.0,-2.9,5.1,3.4,-1.1,-1.1,9.3,0.3,-3.0
Cc1ccc(N2C(=O)C3CC(c4ccccc4)=C4C5C=CC(C6C(=O)N(c7ccc(C)cc7C)C(=O)C56)C4C3C2=O)c(C)c1 (centres undefined),-1.2,-8.8,-1.1,3.8,.,3.9,-7.5,-0.1,-1.1,-4.1
COc1ccc(Cl)cc1NC(=O)CSc1nnc(COc2ccccc2)n1N,-0.3,0.4,3.9,0.1,1.3,0.0,-3.2,-2.8,-0.1,-0.4
Cc1nn(C(=O)CCC(=O)NCc2ccc(OC(C)C)cc2)c2ccccc12,-2.4,-8.6,0.6,-2.1,0.8,-0.6,-1.2,6.2,-0.9,-10.3
CC1CCN(CC(O)COc2ccc(-c3ccccc3)cc2)CC1 (centres undefined),0.0,5.5,0.2,1.7,-0.6,-1.5,1.4,-9.0,-0.7,-0.9
CC(C)CCn1nnnc1C(c1ccc(N(C)C)cc1)N1CCN(C(=O)c2ccco2)CC1 (centres undefined),-2.9,14.1,-2.9,-5.7,-0.7,0.2,-4.3,1.1,-0.5,-4.1
COc1cc(-c2nn3c(C4CCCCC4)nnc3s2)cc(OC)c1OC,8.5,8.5,-1.1,6.8,1.2,-0.9,-1.9,0.5,-0.6,-0.7
CC(C)C(C(=O)NC1CCCC1)N1CCN(c2ncccc2C#N)CC1 (centres undefined),.,.,0.5,.,3.2,-1.6,.,14.6,-0.8,.
CCCc1nc(S(=O)(=O)Cc2ccc(Cl)cc2Cl)n[nH]1,0.7,0.2,-0.5,3.2,-1.0,-1.9,0.1,-9.5,-0.4,3.6
O=C(CCC1CCCN(C(=O)c2ccc3c(c2)OCO3)C1)N1CCN(c2ccccn2)CC1 (centres undefined),0.3,-1.4,3.5,4.9,-0.4,0.4,-5.9,-14.2,-0.2,-7.5
CC(C)(C)C1CCC(OC(=O)CN2CCOCC2)CC1 (centres undefined),-2.2,0.4,-2.3,-0.2,-0.9,-0.8,0.4,13.9,-0.5,-2.1
CN(CC(=O)Nc1ccc(F)cc1)CC(=O)N1CCCC1,-3.8,-6.1,2.0,2.0,0.9,-1.1,1.3,6.3,0.1,-7.4
c1ccc(-c2csc(N3CCN(c4ccccn4)CC3)n2)cc1,-0.4,-2.7,-4.9,0.7,1.0,2.0,-9.8,3.7,-1.4,-4.3
Cc1ccc(CCNC(=O)CS(=O)Cc2nc(-c3cccc(C)c3)oc2C)cc1 (centres undefined),1.3,-6.5,5.3,8.4,-0.8,-0.9,1.0,-15.0,-0.7,-0.3
Cc1c(NC(=O)COC(=O)c2cc(-c3cccc4ccccc34)nc3ccccc23)c(=O)n(-c2ccccc2)n1C,-0.7,10.6,-11.7,20.5,1.1,4.3,-0.1,-19.8,-1.0,-2.7
CCn1c(CNC(=O)c2cccc(C)c2)nnc1SCC(=O)NC1=NCCS1,-1.3,6.2,4.9,13.0,0.7,-0.1,3.9,9.3,0.0,-5.2
O=[N+]([O-])c1ccc(N2CCNCC2)cc1NCc1cccnc1,2.0,-8.2,-23.2,-0.8,0.4,45.1,-8.7,3.1,1.0,-1.6
NC(=O)CSc1nc2sc3c(c2c2ncnn12)CCCC3,1.4,0.0,10.3,-1.6,1.2,0.8,-3.3,1.1,0.9,-6.1
Cc1ccc2[nH]c(=O)c(CN(Cc3nnnn3C3CCCC3)C3CCCCC3)cc2c1,0.6,2.5,3.9,-5.8,1.5,-1.6,-7.2,-3.2,0.3,0.3
Cc1cc(NC(=O)CSCC(=O)N2CCN(c3cccc(C(F)(F)F)c3)CC2)no1,-0.2,-1.9,1.4,-7.8,-1.0,1.2,2.6,12.2,-0.5,1.0
Cc1ccc(-c2nn(-c3ccccc3)cc2/C=N/n2c(-c3ccncc3)n[nH]c2=S)cc1,1.2,0.4,10.2,0.8,-0.7,0.0,15.4,-4.6,0.1,-0.2
CSC(=NS(=O)(=O)c1ccc(N)cc1)NS(=O)(=O)c1cccs1,-1.3,-1.0,-3.0,-3.9,-0.2,-2.5,1.9,-3.9,-0.4,-3.5
COc1ccc(Nc2ncc3c(n2)CC(c2ccccc2)CC3=O)cc1 (centres undefined),-1.5,2.2,0.1,-2.1,0.9,0.6,4.2,-10.5,-0.5,-7.4
CC(C)C[C@H](NC(=O)c1cc2cc(Cl)ccc2n1C)C(=O)N1CCC(C(=O)O)CC1,-2.0,10.4,-2.2,2.2,-0.1,-0.2,-2.8,3.5,-1.6,-8.2
CCN(c1ccccc1)S(=O)(=O)c1cccc(C(=O)NCC(c2ccco2)N2CCCCC2)c1 (centres undefined),0.2,-7.7,-0.5,4.8,-0.6,0.6,-2.4,16.2,-0.5,-6.0
CC1CCN(S(=O)(=O)c2ccc(NC(=O)CN3CCN(C)CC3)cc2)CC1,-1.5,-6.5,-0.9,3.7,1.1,-1.9,-0.7,-0.6,-0.5,-0.6
CCCCN1C(=O)C(CC(=O)NCCN2CCOCC2)CC(C(=O)N2CCOCC2)=C1C (centres undefined),-1.4,.,1.5,3.7,-0.8,-1.9,-0.1,4.6,-1.1,-0.8
CCN(CC)c1ccc(NC(=O)COc2ccccc2C)cc1S(=O)(=O)Nc1ccccc1OC,4.2,-5.7,-1.8,-3.6,-0.1,8.7,-0.8,1.9,0.1,-4.8
Cc1ccc(C)n1-c1ccc(N2CCOCC2)c([N+](=O)[O-])c1,0.9,0.4,-25.1,-9.7,0.0,-1.6,-1.6,4.6,-0.1,2.2
COc1ccccc1NS(=O)(=O)c1cc(C(=O)NCC(c2ccco2)N(C)C)ccc1C (centres undefined),1.5,-5.7,2.0,-5.1,-0.5,0.4,-3.6,3.0,-0.1,5.2
O=S(=O)(c1ccccc1)N1CN(Cc2ccc(F)cc2)c2nc3ccccc3nc21,-2.4,2.5,-3.4,6.0,0.8,3.3,-0.6,-6.5,-0.1,-2.9
O=C1CCCN2N=C(SCC(=O)Nc3ccccc3C(F)(F)F)SC2=N1,1.1,1.7,8.4,2.1,-1.1,0.4,5.8,9.7,-0.2,-2.5
CCOC(=O)c1c(NC(=O)Cn2cnc3sc(C)c(-c4ccccc4)c3c2=O)sc(C)c1C,4.3,-6.9,-1.2,-7.8,2.0,0.1,-6.1,-1.9,-0.1,-4.0
COc1ccc(-c2nnc(SCc3nnc(-c4ccccc4)o3)n2-c2ccccc2)cc1,3.0,-7.3,0.9,5.4,-1.0,1.5,-0.1,-5.6,-0.5,-1.8
CCOC(=O)CN1C(=O)C(=O)N(Cc2c(F)cccc2Cl)C1=O,4.0,13.1,1.0,6.7,1.4,0.3,0.7,0.5,0.6,1.7
CCOC(=O)c1[nH]c2ccccc2c1NC(=S)Nc1ccccc1C,2.0,7.0,-14.5,-8.5,0.5,-0.8,0.4,-9.8,-0.4,-2.7

# This is a random part of the collection. Share with any hit: about 4.3%.
